# SENP8 block-1 – SENP8 protease inhibition; hit rate 1.2% among 330,000; inhibition, % at 10 µM; Q96LD8; purified SENP8, Z-RLRGG-aminoluciferin cleavage, luminescence; AID 2540; in the data active = inhibition above about 50%
# Apaf1 inhib – blocks human Apaf-1 apoptosome activity; reconstituted apoptosome caspase-3 activity, DEVD-Rh110 fluorescence; O14727; inhibition, % at 20 µM; AID 489030; hit rate 0.71% among 330,000; active = inhibition of at least 40% at 20 µM;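 note: plate controls were DMSO wells for no effect and DEVD-CHO caspase inhibitor wells for full effect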
# Target sequence (O14727 whole entry, looked up): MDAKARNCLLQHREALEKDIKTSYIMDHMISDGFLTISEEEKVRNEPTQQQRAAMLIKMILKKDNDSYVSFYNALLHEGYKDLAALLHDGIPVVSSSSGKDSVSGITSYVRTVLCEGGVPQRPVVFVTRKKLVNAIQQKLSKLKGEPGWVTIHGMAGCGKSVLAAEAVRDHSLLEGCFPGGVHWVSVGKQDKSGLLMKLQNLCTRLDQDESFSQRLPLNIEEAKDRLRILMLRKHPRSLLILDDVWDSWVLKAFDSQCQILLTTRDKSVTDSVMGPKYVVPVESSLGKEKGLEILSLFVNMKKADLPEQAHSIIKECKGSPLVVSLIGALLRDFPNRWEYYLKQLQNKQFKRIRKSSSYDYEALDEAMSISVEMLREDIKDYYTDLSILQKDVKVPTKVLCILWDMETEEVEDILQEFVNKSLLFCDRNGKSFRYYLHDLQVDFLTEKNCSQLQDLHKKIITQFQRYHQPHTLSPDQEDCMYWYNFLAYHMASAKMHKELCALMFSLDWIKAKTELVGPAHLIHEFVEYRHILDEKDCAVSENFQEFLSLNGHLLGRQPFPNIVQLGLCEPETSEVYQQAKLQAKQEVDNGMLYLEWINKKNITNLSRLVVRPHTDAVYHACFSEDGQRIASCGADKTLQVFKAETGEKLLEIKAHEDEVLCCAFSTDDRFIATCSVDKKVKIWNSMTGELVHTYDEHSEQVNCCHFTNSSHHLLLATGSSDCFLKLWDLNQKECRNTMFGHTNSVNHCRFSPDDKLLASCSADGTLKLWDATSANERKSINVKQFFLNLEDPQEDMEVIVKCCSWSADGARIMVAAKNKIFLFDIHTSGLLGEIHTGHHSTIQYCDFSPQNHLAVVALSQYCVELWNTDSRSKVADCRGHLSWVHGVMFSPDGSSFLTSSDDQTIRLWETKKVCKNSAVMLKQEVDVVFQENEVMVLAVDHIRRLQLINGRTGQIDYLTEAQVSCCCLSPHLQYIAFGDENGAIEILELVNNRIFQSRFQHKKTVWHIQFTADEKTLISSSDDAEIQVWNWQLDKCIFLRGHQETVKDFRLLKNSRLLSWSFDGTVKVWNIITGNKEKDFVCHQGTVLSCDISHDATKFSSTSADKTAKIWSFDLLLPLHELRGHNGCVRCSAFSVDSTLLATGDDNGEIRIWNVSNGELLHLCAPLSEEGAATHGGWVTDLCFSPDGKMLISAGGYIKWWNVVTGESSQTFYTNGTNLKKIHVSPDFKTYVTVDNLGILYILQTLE
#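 detection = Rh110 fluorescence intensity | test system = biochemical Apaf-1 apoptosome reconstitution | also added = cytochrome c and DEVD-Rh110 substrate | schedule = 30 min plus 50 min, RT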
# SENP1 inh – blocks the human SENP1 SUMO protease catalytic domain. Q9P0U3. recombinant SENP1 catalytic domain, CyPet-SUMO1-YPet FRET cleavage. inhibition, % at 10 µM. hit rate 0.21% among 360,000. AID 624204;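 active = inhibition at least 30% at 10 µM, raw YFP signal under a set limit, fluorescence ratio 0.5 to 1.5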;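 note: 0% = enzyme with DMSO and 100% = no enzyme wells; some results filed as inactive read as strong as hits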
#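 Assay system: hSENP1 catalytic domain, recombinant. Amount: SENP1 enzyme, 20 pM final. Schedule: 50 min reaction, RT, dark. Technique: FRET, CFP and YFP emission. Control set: no-enzyme wells low, DMSO-plus-enzyme wells high control.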
# SENP8 block-2 – blocks human SENP8 cleavage of Nedd8 substrate; inhibition, % at 20 µM; AID 602440; Q96LD8; hit rate 0.64% among 360,000; recombinant SENP8, Nedd8 substrate fluorescence; in the data active = inhibition mostly above about 40%, no sharp cut-off; inactive = mostly below about 27%
# HKDC1 inhibitor – blocks human hexokinase HKDC1 activity; Q2TB90; recombinant HKDC1, G6PDH/diaphorase resazurin coupled fluorescence; inhibition, % at 20 µM; hit rate 0.16% among 340,000;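 active = inhibition above about 35% when tested at 20 µM, limit read from the data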;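 note: plate controls were DMSO wells with enzyme for no effect and DMSO wells lacking enzyme for full effect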
#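 Assay system – recombinant HKDC1 (HK5) hexokinase enzyme, produced in-house · Input – HKDC1 at 5 µg/mL · Reagent – glucose plus 1 mM ATP as hexokinase substrates · Timing – 90 min reaction incubation at room temperature, dark · Measured by – G6PDH/diaphorase-coupled fluorescence, 1 mM NADP, 100 µM resazurin, 525/613 nm · Benchmarks – DMSO-enzyme wells negative, buffer-substituted wells positive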
# SENP6 inh – blocks the human protease SENP6; Recombinant SENP6 catalytic domain, aminoluciferin luminescence; inhibition, % at 10 µM; hit rate 1.8% among 330,000;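 active = inhibition above about 50% at the single tested dose, limit read from the data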;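 note: plate controls were DMSO wells with enzyme for no effect and DMSO wells lacking enzyme for full effect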
# SENP7 block – blocks the human protease SENP7; recombinant SENP7, Z-RLRGG-aminoluciferin luminescence, 40 min; hit rate 1.5% among 330,000; Q9BQF6; inhibition, % at 5 µM;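 active = inhibition above about 50% at the single test dose, limit read from the data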;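 note: plate controls were DMSO with enzyme for no effect and no enzyme buffer wells for full effect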
# PfG6PD inh – PfG6PD (Plasmodium falciparum) enzyme inhibition. PfGluPho enzyme, NADPH resazurin-diaphorase fluorescence. inhibition, % at 20 µM. hit rate 0.78% among 350,000. AID 504690;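 active = inhibition reaching at least a set limit at 20 µM in the primary screen, cut at about 59% in these data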;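 note: 0% = DMSO wells with substrate and 100% = DMSO wells lacking glucose-6-phosphate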
# * marks the source's active call; other numbers are inactive results; i = inactive; . = no result given. An unsorted share of the library; 3.6% or so of the library scored in one or more.
no.	structure	SENP8 block-1	Apaf1 inhib	SENP1 inh	SENP8 block-2	HKDC1 inhibitor	SENP6 inh	SENP7 block	PfG6PD inh
1	CC(C)(C)c1cc(CCC(=O)NCc2cccnc2)cc(C(C)(C)C)c1O	1	7	0	18	6	2	9	2
2	O=C1Nc2ccccc2C(=O)N2[C@H](c3cccc(Br)c3)[C@@H]3C(=O)N(Cc4ccccc4)C(=O)[C@@H]3[C@H]12	-9	19	0	-46	3	4	0	12
3	CCOC(=O)N1CCN(CC(=O)Nc2sccc2C#N)CC1	0	2	-7	-6	3	-41	3	-11
4	CCOc1ccc2nc(SCC(=O)Nc3ccc4c(c3)OCCO4)[nH]c2c1	-8	2	0	16	4	2	4	0
5	Cc1ccc(C(=O)NCCc2cc3ccc(C)c(C)c3[nH]c2=O)cc1[N+](=O)[O-]	6	6	-5	5	3	19	13	-24
6	O=C(Nc1ccc(F)cc1)N(Cc1ccco1)Cc1cc2cc3c(cc2[nH]c1=O)OCO3	-2	14	12	-389	-4	11	-1	-8
7	Cc1ccc(C(=O)NCC(=O)OCC(=O)N(CC(C)C)c2c(N)n(Cc3ccccc3)c(=O)[nH]c2=O)cc1C	-3	8	1	5	-2	-11	1	-7
8	O=C(Nc1ccc(S(=O)(=O)Nc2ncccn2)cc1)c1cccc(S(=O)(=O)N2CCCC2)c1	-6	-10	2	31	2	-34	2	-8
9	CC(=O)Nc1ccc(S(=O)(=O)Nc2cccc(-n3c(C)nc4ccccc4c3=O)c2)cc1	-5	-7	2	2	-4	-4	-2	-4
10	CCOC(=O)C(=CNc1ccc2c(c1)CCN2C(C)=O)C(=O)OCC	-2	-8	2	-250	2	-16	8	2
11	C[C@H]1COC(=O)[C@H](CC(=O)OC(C)(C)C)C/C=C\C[C@@H](CC(=O)N[C@H](CO)Cc2ccccc2)C(=O)N1	-13	3	1	8	-4	-22	-4	-3
12	COc1nc(-c2ccccc2)cc(-c2ccc(OC)c(OC)c2)n1	-4	15	1	-305	1	-1	0	20
13	COc1ccc2c(-c3ccccc3)cc(N3CCOCC3)nc2c1	-1	11	-2	-464	4	-15	-1	11
14	CC(=O)C[C@@H](O)CC(=O)[C@@H]1OC(=O)CCCCC/C=C/Cc2ccccc21	-6	17	1	14	-7	-16	-10	-6
15	COCCOC(=O)c1sc(=S)n(CCOC)c1N	-2	-11	0	-1	-4	-2	2	25
16	COc1ccc(-c2noc(CCCC(=O)NCC3CCCO3)n2)cc1 (stereo not drawn)	1	-1	2	10	-1	-6	-2	-9
17	COc1ccc(CCC(=O)N(C)CC(=O)Nc2cc(C)ccc2C)cc1	-2	11	-2	4	-7	-4	-8	20
18	O=C(COC(=O)c1cccs1)NCCCc1ccccc1	-5	5	1	15	3	-8	-5	-6
19	N#Cc1c(N)n(-c2cccc(O)c2)c2nc3ccccc3nc12	-2	-17	-96	i	4	8	2	-2
20	COc1ccc(CNC(=O)CN(c2ccc(OC)cc2)S(=O)(=O)c2c(C)nn(C)c2C)cc1	-4	-9	2	5	-7	-7	4	15

# An excerpt from above in order of heavy-atom count, low to high:
no.	structure	SENP8 block-1	Apaf1 inhib	SENP1 inh	SENP8 block-2	HKDC1 inhibitor	SENP6 inh	SENP7 block	PfG6PD inh
3	CCOC(=O)N1CCN(CC(=O)Nc2sccc2C#N)CC1	0	2	-7	-6	3	-41	3	-11
19	N#Cc1c(N)n(-c2cccc(O)c2)c2nc3ccccc3nc12	-2	-17	-96	i	4	8	2	-2
20	COc1ccc(CNC(=O)CN(c2ccc(OC)cc2)S(=O)(=O)c2c(C)nn(C)c2C)cc1	-4	-9	2	5	-7	-7	4	15
2	O=C1Nc2ccccc2C(=O)N2[C@H](c3cccc(Br)c3)[C@@H]3C(=O)N(Cc4ccccc4)C(=O)[C@@H]3[C@H]12	-9	19	0	-46	3	4	0	12
11	C[C@H]1COC(=O)[C@H](CC(=O)OC(C)(C)C)C/C=C\C[C@@H](CC(=O)N[C@H](CO)Cc2ccccc2)C(=O)N1	-13	3	1	8	-4	-22	-4	-3

# Continued:
no.	structure	SENP8 block-1	Apaf1 inhib	SENP1 inh	SENP8 block-2	HKDC1 inhibitor	SENP6 inh	SENP7 block	PfG6PD inh
21	O=c1cc(O)nc(SCc2ccccc2)n1-c1ccc(Cl)cc1	0	20	0	1	3	-6	10	-20
22	COc1ccc(C(=O)NC(=S)NNC(=O)c2ccc3ccccc3n2)cc1	-3	-5	7	-247	-14	-5	-5	-28
23	COc1ccc2nc(SCC(=O)N3CCNC3=O)[nH]c2c1	-16	-7	-1	18	4	-7	-5	-9
24	CC(C)(C)NCC1(CO)SC(N)=NC1=O (stereo not drawn)	3	3	0	16	-2	13	7	-6
25	COc1ccccc1NC(=O)CSc1nnc(Cn2cnc3ccccc32)o1	0	-4	1	7	-10	7	8	-6
26	Cc1cc(C)c(NC(=O)CN(C)C(=O)CNC(=O)c2cccs2)c(C)c1	2	-2	2	7	1	13	1	-17
27	Cc1ccccc1OCCNc1cc(N2CCNCC2)ccc1[N+](=O)[O-]	-21	16	.	.	.	-37	-4	.
28	CC(=O)c1ccc(OCCOc2ccc(Cl)c3cccnc23)cc1	-10	7	0	-93	-7	-22	4	-19
29	C/C(CC1CC2=C(CC1(C)C)C(C)(C)CCC2)=N\NC(N)=S (stereo not drawn)	6	4	0	1	2	-6	7	25
30	O=C(c1ccccc1)N(Cc1ccc(F)cc1)Cc1nc2ccccc2c(=O)[nH]1	3	-17	2	5	2	-5	7	-6
31	CCOc1ccc(S(=O)(=O)NCCC(=O)NCC(c2ccccc2OC)N2CCCC2)cc1 (stereo not drawn)	-18	11	-4	10	1	-6	-10	-3
32	Nc1nc(SCC(=O)Nc2ncc(C(F)(F)F)cc2Cl)n[nH]1	-7	-16	-1	-5	2	6	8	-7
33	O=C1c2oc3ccccc3c(=O)c2C(c2cccc(F)c2)N1CCCO (stereo not drawn)	-5	-1	0	20	-4	-31	9	-12
34	C[C@H]1CC[C@H]2C(=O)N[C@H](Cc3ccccc3)C(=O)N2[C@@H]1c1ccccc1	2	5	.	.	0	0	2	0
35	COc1ccc(OC)c(S(=O)(=O)n2ccc(C)n2)c1	0	-7	-1	13	-4	6	-3	0
36	Cc1noc(C)c1S(=O)(=O)N(C)Cc1ccccc1	0	5	2	3	-12	-1	-7	4
37	COc1c(Cl)ccc(Cl)c1C(=O)OCC(=O)O	2	-24	0	9	-8	-3	4	3
38	Cc1ccc(C2CC(c3cccs3)=NN2C(=O)CSc2nc3ccccc3o2)cc1 (stereo not drawn)	3	15	1	-318	1	-2	-1	-3
39	COc1ccc(NC(=O)C(=O)Nc2cccc3cccnc23)c(OC)c1	-7	-7	3	-29	-4	8	-6	-9
40	Cc1[nH]c2ccccc2c1C(c1ccncc1)N1CCCCC1 (stereo not drawn)	6	3	1	9	-4	15	5	-5

# Additional results.
no.	structure	SENP8 block-1	Apaf1 inhib	SENP1 inh	SENP8 block-2	HKDC1 inhibitor	SENP6 inh	SENP7 block	PfG6PD inh
41	CCO[C@H]1c2c(ccc3ccc(=O)oc23)OC(C)(C)[C@@H]1O	-7	-3	1	-496	-7	-12	-6	-8
42	Cc1ccc(N(CC(=O)N2CCN(C3CCCCC3)CC2)S(=O)(=O)c2cccnc2)cc1	-5	-4	1	29	2	2	5	-15
43	CCOC(=O)c1c(NC(=O)CSc2nc3ccc(OC)cc3[nH]2)sc2c1CC(C)(C)NC2(C)C	-9	17	-12	-8	-2	-7	9	7
44	O=c1cc[nH]c2cc(C(F)(F)F)ccc12	2	0	1	0	-14	-15	-3	14
45	CCC(CC)NC(=O)/C=C/c1ccccc1Cl	7	7	0	11	-8	24	22	3
46	O=C(O)c1cccc(NC(=O)c2ccc3c(c2)C(=O)N(c2cccc([N+](=O)[O-])c2)C3=O)c1	10	4	-3	12	-3	38	28	-2
47	CCO[C@@H]1OC(C(=O)N2CCN(C)CC2)=C[C@H](C2CCCCC2)[C@H]1CCCO	3	5	2	9	-1	-1	3	-6
48	O=[N+]([O-])c1ccc(C(O)CN2CCN(C/C=C/c3ccccc3)CC2)cc1 (stereo not drawn)	-13	-1	2	19	-4	9	-10	5
49	O=C(Nc1cccc(-c2nnc(-c3ccccc3)o2)c1)C1CCCCC1	0	8	0	-19	-5	-12	4	11
50	COc1cc(OC)cc(C(=O)Nn2cc(C(=O)Nc3c(F)cccc3F)c3ccccc3c2=O)c1	1	13	-1	-4	-4	-6	-1	3
51	O=C(NCc1ccncc1)C(=O)NCC1OCCN1S(=O)(=O)c1cc(F)ccc1F (stereo not drawn)	3	3	-3	-3	0	-8	-5	-9
52	c1ccc2c(c1)COC(CNC1CCCCC1)OC2	4	-8	1	-10	-9	-17	10	-3
53	Cc1ccc2cc(CN(CC3CCCO3)S(=O)(=O)c3c(C)ccc4nsnc34)c(=O)[nH]c2c1 (stereo not drawn)	0	14	1	11	-5	9	-1	6
54	CC(=O)c1ccc(N2CCN(C(=O)c3nn(Cc4ccccc4)c(=O)c4ccccc34)CC2)cc1	-4	22	10	-67	0	-25	-13	2
55	Cc1c(NC(=O)C(C)Sc2ncnc3ccccc23)c(=O)n(-c2ccccc2)n1C (stereo not drawn)	-4	-8	2	7	-8	-6	0	-2
56	CCOC(=O)COc1nc(-c2ccc(C)cc2)cc(-c2ccco2)c1C#N	-11	-2	2	-419	-2	-23	-1	-16
57	CCOc1ccc(C(=O)N/N=C/c2ccc(SC)cc2)cc1	2	1	3	-144	-8	-7	2	6
58	COc1ccccc1-n1cc(C(=O)c2cc(Cl)ccc2O)cc(C#N)c1=O	0	27	46*	-11	14	-5	0	-20
59	C=C(C)CSc1nnc(CCCCCNC(=O)OC(C)(C)C)o1	-6	10	2	11	-8	-20	-7	-10
60	COc1ccc(CNC(=O)Cn2ccc(NC(=O)OCc3ccccc3)nc2=O)cc1	0	-6	2	7	0	-4	4	-2

# Additional structures follow:
no.	structure	SENP8 block-1	Apaf1 inhib	SENP1 inh	SENP8 block-2	HKDC1 inhibitor	SENP6 inh	SENP7 block	PfG6PD inh
61	CCOc1ccccc1NC(=S)NCc1ccco1	-9	5	-29	-318	28	0	-6	1
62	COc1ccc2c(c1)c(=O)oc1cc(O)ccc12	12	-299	-15	-164	1	24	16	-2
63	CC1CN(C(=O)c2nn(C)cc2[N+](=O)[O-])CC(C)O1 (stereo not drawn)	4	-13	3	11	-1	12	0	1
64	Cn1c(=O)c2c(nc(Br)n2C)n(C)c1=O	-5	18	-1	41*	-7	-5	-2	-11
65	CSc1nsc(SCC(=O)N2CCCc3ccccc32)n1	1	-1	-1	13	9	-16	0	-16
66	CCCCC(=O)Nc1ccc(Br)cn1	-7	5	0	14	-5	-1	-8	17
67	CC(C)(C)c1cc(C(=O)N/N=C/c2ccco2)n[nH]1	0	-9	1	8	-9	-6	0	17
68	COc1ccc(CCn2c(C)nc3c(c(=O)c4ccccc4n3C)c2=O)cc1	-7	11	-6	9	-9	0	-6	18
69	COc1ccc([N+](=O)[O-])cc1N(CC(=O)N1CCCCC1)S(C)(=O)=O	2	-5	2	10	1	5	0	-5
70	O=C(COc1ccc(Cl)cc1Br)OCC(=O)c1ccc[nH]1	-18	4	3	5	-3	-26	-2	8
71	CCCn1c(C)nnc1SCC(=O)NC1CCCCC1	-2	-6	-1	-8	-5	-9	7	7
72	COc1ccccc1-c1nnc2sc(COc3ccc(Cl)cc3)nn12	-11	25	2	15	-2	-11	-15	-1
73	C=CCOc1ccccc1CN1CCC(Oc2ccc(C(=O)N3CCCC3)cc2)CC1	-9	0	0	4	-2	9	-8	1
74	CCN(CC)c1ccc([C@H]2[C@@H]3CCCC[C@]3(O)CCN2CC(=O)NCc2ccco2)cc1	0	8	1	-2	6	-21	6	15

# Compound activity as filed in PubChem.
